Bioassay records: PubChem BioAssay, National Center for Advancing Translational Sciences (NCATS)
Pf growth 48h: P. falciparum growth inhibition at 48 hours (one generation); Potency, µM (top dose mostly 28.7 µM), for inactives: at the top dose activity change, negative = inhibition, usual class: inhibitors; 5.9% of 310,000 active; P. falciparum luciferase growth in erythrocytes, 48 h; also: potency is read from the fitted curve at half-maximal effect; % is scaled to controls: 0 for no effect and ±100 for the full control effect
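A one-generation exposure of luciferase-tagged malaria parasites in RPMI 1640/Albumax erythrocyte culture, 37 C and 5% CO2. Inhibition is inferred from decreased luminescence after adding detection reagent.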
CHX counter: counter-screen for Shiga toxin inhibitors: cycloheximide protein synthesis inhibition | max response, % | AID 2314 | 12% of 300,000 active | cell reporter, cycloheximide protein synthesis inhibition counterscreen; in the data active = max response mostly above about 13%, no sharp cut-off; inactive = mostly below about 14%; also: read at 38.3 µM for the half of the compounds with a filed dose; 0% is about no effect
LmPK inh: blocks Leishmania mexicana pyruvate kinase activity. AID 1721. 0.37% of 290,000 active. purified LmPK, Kinase-Glo ATP luminescence, 1 h. Q27686. Potency, µM (top dose mostly 57.5 µM), inactives show top-dose activity change, negative = inhibition, hits mostly inhibitors; also: potency is read from the fitted curve at half-maximal effect; % is scaled to controls: 0 for no effect and ±100 for the full control effect
Target sequence (Q27686 whole entry, looked up): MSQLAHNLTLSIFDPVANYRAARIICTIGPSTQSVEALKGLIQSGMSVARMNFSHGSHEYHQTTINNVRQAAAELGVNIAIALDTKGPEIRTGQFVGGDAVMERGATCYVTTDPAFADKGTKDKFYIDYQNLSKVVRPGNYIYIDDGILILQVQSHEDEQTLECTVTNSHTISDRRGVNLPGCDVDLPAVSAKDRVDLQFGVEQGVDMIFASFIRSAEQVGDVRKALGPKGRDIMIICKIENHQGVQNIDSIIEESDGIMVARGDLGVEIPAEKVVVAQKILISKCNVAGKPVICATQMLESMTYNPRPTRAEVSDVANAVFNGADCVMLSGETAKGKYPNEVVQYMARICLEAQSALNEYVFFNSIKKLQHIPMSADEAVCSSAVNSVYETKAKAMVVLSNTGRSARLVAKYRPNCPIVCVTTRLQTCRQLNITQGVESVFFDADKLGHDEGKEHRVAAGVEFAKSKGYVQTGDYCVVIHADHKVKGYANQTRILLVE
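In 50 mM imidazole pH 7.2 with 7 mM MgCl2, LmPK (0.1 nM) turned over PEP (0.5 mM) and ADP (0.1 mM) for 1 h at room temperature. Luciferase read-out of ATP.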
Tb PYK inh: blocks Trypanosoma brucei pyruvate kinase; Q57TT1; TbPYK enzyme, Kinase-Glo Plus ATP luminescence, 45 min; Potency, µM (doses to about 76.8 µM), for inactives: at the top dose activity, negative = inhibition, most hits filed as inhibitors; 0.12% of 410,000 active; also: potency is read from the fitted curve at half-maximal effect; % is scaled to controls: 0 for no effect and ±100 for the full control effect; nearly all actives have a fitted effect of over 50% in size
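ADP (130 uM final) triggers the TbPYK reaction after compound addition; incubation is 45 min at room temperature. Kinase-Glo Plus is then added and luminescence imaged. Normalized data are fitted to concentration-effect curves.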
Pf growth 96h: inhibits malaria parasite growth, 96 h | P. falciparum luciferase reporter growth, 96 h | Potency, µM (highest dose often 28.7 µM), for the others: at the top dose activity change, negative = inhibition, actives largely listed as inhibitors | 6.9% of 320,000 active; also: potency is read from the fitted curve at half-maximal effect; % is scaled to controls: 0 for no effect and ±100 for the full control effect
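Readout is luminescence from an integrated firefly luciferase in P. falciparum. Red cells, 2% hematocrit and 0.05% parasitemia final, were cultured with compound through two parasite generations (96 hours) at 37 C, 5% CO2.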
Shiga inhibitor: Shiga toxin inhibition; Vero cells, Shiga toxin protein synthesis inhibition reporter; inhibition, % at 38.7 µM; 9.2% of 290,000 active; AID 2315; in the data active = inhibition mostly above about 28%, no sharp cut-off; inactive = mostly below about 43%; also: 0% is about no effect
HCV inh: blocks hepatitis C virus; Huh7.5.1 HCVcc-Cre infection, luciferase reporter, 44 h; Potency, µM (highest dose often 41.8 µM), for the others: at the highest dose activity change, negative = inhibition, actives largely listed as inhibitors; 3.4% of 340,000 active; AID 651820; also: potency is read from the fitted curve at half-maximal effect; % is scaled to controls: 0 for no effect and ±100 for the full control effect
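Infectious HCV cell culture screen: compound-treated cells (1,000/well, pre-plated 4 h) are infected with HCVcc-Cre at roughly 0.5 moi and grown 44 h. Infection is quantified by luciferase signal after 15 min substrate incubation at room temperature.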
* marks the source's active call; other numbers are inactive results; ? = inconclusive; / = no result given; & = joins results of further samples; [ ] = dose if it differs, or a comment. Unless noted, calls follow the shape of the dose curve; as a rule, active = well fitted curve in the direction sought with a large enough effect; inconclusive = small, poorly fitted or top-dose-only effect, or another doubt; inactive = no such curve, though single readings can be large; an effect the other way counts as inactive or inconclusive.

mol	CHX counter	Tb PYK inh	Shiga inhibitor	Pf growth 48h	HCV inh	LmPK inh	Pf growth 96h
CCC(=O)Oc1ccc2c(C)c(Cl)c(=O)oc2c1	-3	-1%	-11	1%	8%	2%	-8%
C=CCN1C2CCCC1CC(NC(=S)Nc1ccc(Cl)cc1)C2 (configuration not stated)	-6	1%	-17	?	?	2%	29%
Nc1nonc1/C(=N/O)N1CCCC1	-3	-2%	5	2%	27%	3%	46%[activator]
C/C=C/c1ccc(OCCCCNCc2ccco2)c(OC)c1	4	7%	-5	0%	-29%	-1%	-27%
Cc1[nH]c2c(C(=O)N3CCCC(CCC(=O)NCc4ccccc4F)C3)cccc2c1C (configuration not stated)	19*	3%	16	12µM*	?	-3%	-13%
COc1ccc(CCNC(=O)/C=C/c2ccc(C)cc2)cc1OC	1	0%	-15	-26%	-26%	-6%	?
O=C(CCN1C(=O)C2C3C=CC(C3)C2C1=O)NCC1CCCO1 (configuration not stated)	-4	-8%	-12	11%	9%	-3%	70%[activator]
COc1cccc(N2CC(NC(=O)C(=O)c3c[nH]c4ccccc34)CC2=O)c1 (configuration not stated)	/	-4%	/	?	-12%	/	2%
Cc1ccc(-c2nc(N)sc2C)cc1	15*	-3%	33*	15%	-6%	1%	58%[activator]
Cc1ncoc1C(=O)NC1CC(C)(C)Cc2c1cnn2-c1ccc(F)cc1 (configuration not stated)	3	-11%	10	-25%	3%	-4%	-15%
CCc1cccc2c1NC1(CCCC1)CC2C (configuration not stated)	6	2%	8	?	-6%	-7%	?
Cc1cc2cc3c(cc2nc1SCC(=O)N1CCOCC1)OCO3	-5	1%	-6	40%[activator]	-10%	0%	15%
COc1cccc(C(=O)NC(=S)N2c3ccccc3CC2C)c1OC (configuration not stated)	-4	-5%	-3	-7%	-23%	-2%	?
O=C(COC(=O)c1cccc(S(=O)(=O)NCc2ccccc2)c1)NCC1CCCO1 (configuration not stated)	-2	2%	-5	-8%	19%	1%	27%
COc1nc(C)nc(NC(=O)NS(=O)(=O)c2ccc(C)cc2)n1	-2	6%	21	3%	0%	1%	/
COC(=O)c1ccc(N2CCOCC2)c(NC(=O)Nc2cccc(OC)c2)c1	-3	-4%	-10	4%	-30%	0%	-31%
CCOC(CNC(=O)c1ccc(CNC(=O)c2ccc(OC)c(OC)c2)cc1)OCC	-6	-1%	52	-10%	1%	0%	107%[activator]
Cc1cc(C)n(CCCNCC(O)c2ccccc2)n1 (configuration not stated)	-3	-2%&23%	-16	-2%	20%&-1%	-7%	-2%
O=C(NC(=S)N1CCCCC1)c1cccs1	3	-10%	21	-16%	35%[activator]	-4%	-10%
COc1cccc(-c2nc(CS(=O)(=O)CC(=O)NCCCOC(C)C)c(C)o2)c1	-6	4%	8	0%	1%	5%	371%[activator]
O=C(CN1CCN(c2ccccc2O)CC1)Nc1ccccc1C(=O)NCCc1ccccc1	/	0%	/	-84%	?	/	0%
CC(C(=O)NCc1ccc2c(c1)OCO2)N1c2cccc3cccc(c23)S1(=O)=O (configuration not stated)	1	1%	-5	?	-44%	0%	6%
O=C(CC(=O)c1ccccc1)Nc1ccccn1	43*	-8%	76*	207%[activator]	4%	-10%	?
COC(=O)c1sc(NC(=O)c2oc3ccccc3c2C)nc1C	28*	-23%	38*	74%[activator]	13%	3%	/
O=C(NCc1ccccc1)C1(C(F)(F)F)C/C(=C/CCO)CCCO1 (configuration not stated)	9	2%	21	/	30%[activator]	/	/
O=C1CCCCC1C(=O)c1ccccc1 (configuration not stated)	13	1%	12	5%	-5%	0%	0%
Cc1cc2ncn(C3CC(=O)N(Cc4ccc(N5CCCC5=O)cc4)C3=O)c2cc1C (configuration not stated)	-4	1%	8	19%	2%	-2%	8.3µM*
CCCCCn1c(N)c(C#N)c2nc3ccccc3nc21	-3	-1%	-9	?	-8%	3%	?
NS(=O)(=O)c1ccc(CNC(=O)C23CC4CC(CC(C4)C2)C3)cc1	-2	0%	-2	/	15%	-3%	-20%
Cc1cccc(CCNc2nc3ccccc3n3nnnc23)c1	2	-8%	-3	61%[activator]	0%	3%	?

Among those listed so far, these have a Cl atom:
mol	CHX counter	Tb PYK inh	Shiga inhibitor	Pf growth 48h	HCV inh	LmPK inh	Pf growth 96h
CCC(=O)Oc1ccc2c(C)c(Cl)c(=O)oc2c1	-3	-1%	-11	1%	8%	2%	-8%
C=CCN1C2CCCC1CC(NC(=S)Nc1ccc(Cl)cc1)C2 (configuration not stated)	-6	1%	-17	?	?	2%	29%

Other compounds follow.
mol	CHX counter	Tb PYK inh	Shiga inhibitor	Pf growth 48h	HCV inh	LmPK inh	Pf growth 96h
O=C(c1c[nH]c(C(=O)N2CCN(c3ccccc3F)CC2)c1)c1cccc(Cl)c1Cl	10	1%	-15	0%	25µM*	0%	?
Cn1ccnc1SCC(=O)NC1CC1	-7	4%	-11	0%	1%	-5%	/
COC(=O)/C(=C\Nc1ccc(Cl)cc1Cl)NC(=O)c1ccc(OC)cc1	-3	2%	-7	1%	?	-4%	0%
CN1CCC(=O)N([C@H](CN=[N+]=[N-])Cc2ccccc2)CC1	-1	0%	-10	-6%	8%	0%	55%[activator]
CC(=O)Nc1ccccc1NC(=O)C/C(C)=N/NC(=O)C(=O)Nc1cccc(Cl)c1C	-3	1%	18	3%	8%	-1%	16%
CC(=O)N1CCc2cc(S(=O)(=O)CCC(=O)NCc3ccc(Cl)cc3)ccc21	-6	-1%&-12%	7	?	?	-2%	?
Cc1ccc2[nH]c(=O)c(CN(Cc3cccnc3)C(=O)c3ccncc3)cc2c1	1	-1%	11	-11%	16%	-1%	3%[5.75 µM]
CCN(CC(=O)NC1CCS(=O)(=O)C1)S(=O)(=O)c1cc([N+](=O)[O-])ccc1C (configuration not stated)	/	-12%	/	13%	6%	/	44%[activator]
CCCCC(=O)Nc1ccc(NC(=O)c2ccccc2OC)cn1	9	2%	13	-18%	8%	3%	/
CCOC(=O)c1nnc2cc(-c3ccc(Br)cc3)nn2c1C	-3	-5%	22	227%[activator]	9%	-10%	?
CC(C)CNS(=O)(=O)c1ccc(OCC(=O)NCC2CCCO2)c(Cl)c1 (configuration not stated)	0	-7%	-9	-14%	5%	3%	?
O=C(Nc1ccccc1)OCCCc1ccccc1	50*	-11%	133*	137%[activator]	-12%	5%	12%
CNC(=O)c1sccc1SCc1c(Cl)cccc1Cl	2	-3%	-13	/	-29%	15%	5%
CCc1ccc2c(c1)C1(SC(NC(C)=O)=NN1C(C)=O)C(=O)N2CC (configuration not stated)	11	-4%	-6	-10%	8%	-2%	?
CC1CCc2c(C(=O)NCC3CCCO3)csc2C1 (configuration not stated)	86*	-17%	98*	40%[activator]	0%	-2%	-1%

Part of the list above, limited to HCV inh and Pf growth 96h.
molecule	HCV inh	Pf growth 96h
CCCCC(=O)Nc1ccc(NC(=O)c2ccccc2OC)cn1	8%	/
CCOC(=O)c1nnc2cc(-c3ccc(Br)cc3)nn2c1C	9%	?

(continued)
mol	CHX counter	Tb PYK inh	Shiga inhibitor	Pf growth 48h	HCV inh	LmPK inh	Pf growth 96h
CCOC(=O)CC1COc2ccccc2N1C(=O)c1ccc(C)cc1 (configuration not stated)	11	7%	-2	-17%	14%	3%	-1%
CCN1C(=O)[C@@H]2[C@@H](c3ccc(-c4ccc(OC)cc4)c(OC)c3)N3CCC[C@@]3(C(=O)OC)[C@@H]2C1=O	/	1%	/	?	-15%	/	10µM*
Cc1nnc(N/N=C\c2ccc(-c3ccccc3[N+](=O)[O-])o2)n1N	9	-2%	15	-8%	-27%	-1%	?
CCCCc1nc2ccccc2c(NC(=O)CN2CCCC2)c1CCC	1	3%	11	-27%	?	-4%	-12%
Cc1c(O)ccc(C(=O)CN2CC(C)OC(C)C2)c1O (configuration not stated)	0	-6%	5	10%	20%	8%	-27%
Cc1cccc(N/N=C(\C#N)S(=O)(=O)C(C)(C)C)c1	0	4%	22	0%	17%	-1%	64%[activator]
CC(=O)Nc1cccc(-n2nnc(SCC(=O)N(C)c3ccccc3)n2)c1	-2	-2%	-1	35%	9%	4%	16%
Cc1cc(NC(=O)CSc2nnc(-c3cccc(Cl)c3)o2)no1	1	3%	-3	?	/	-4%	2.9µM*
COCCCN(C(=O)C1CCC1)c1c(N)n(Cc2ccccc2)c(=O)[nH]c1=O	/	-16%	/	3%	-4%	/	-18%
Cc1cccc(C(=O)Nc2cccc3c2CCCC3)c1	11	0%	36	2%	21%	5%	54%[activator]
NC(=O)c1ccc(SCC(=O)OCC(=O)NCC2CCCCC2)c([N+](=O)[O-])c1	/	1%	/	9%	20%	/	7%
O=c1/c(=C\c2ccc(O)cc2)sc2nc(-c3ccccc3)c(-c3ccccc3)n12	-2	-3%	-8	?	14%	-2%	?
COc1ccc(C(=O)NCc2ccco2)cc1S(=O)(=O)NC1CC1	/	-11%	/	-8%	10%	/	-20%
CCC(=O)NNc1nc2c(F)cccc2s1	-5	-5%	-10	3%	16%	0%	21%
O=C(COc1ccc(/C=N/NS(=O)(=O)c2ccccc2)cc1)NCCc1ccccc1	1	3%	-4	?	-12%	2%	15%
Cn1c(=O)c2c(nc(NCCNC(=O)c3ccco3)n2Cc2ccccc2)n(C)c1=O	-4	3%	-5	-19%	?	-5%	-1%
CCC(c1nnnn1CC1CCCO1)N(CCCO)Cc1cc2cccc(C)c2[nH]c1=O (configuration not stated)	-2	0%	2	/	10%	3%	?
CCOP(=O)(OCC)C(NC(=O)Nc1cccc(Cl)c1)c1ccccc1 (configuration not stated)	-6	-6%	-14	-1%	17%	2%	14%
NC(=NC(=O)c1ccccc1)N1CCOCC1	-2	1%	-9	65%[activator]	18%	-3%	304%[activator]
COc1ccc(NC(=O)c2[nH]c(C)c(C(C)=O)c2C)cc1	42*	-17%	79*	96%[activator]	-28%	-2%	241%[activator]
CC(=O)N1CCC(=NNc2nc3ccccc3[nH]2)CC1	31*	6%	35*	?	13%	-4%	?
COc1cc(C)c(NC(=O)COc2cccc3c2OC(C)(C)C3)cc1OC	/	1%	/	-19%	10µM*	/	?
COc1ccc(-c2cc(C(=O)NNC(=O)c3csc(N4CCOCC4)n3)c3ccccc3n2)cc1	/	-8%	/	?	?	/	?
Cc1nn(C(C)C(=O)O)c2ccccc12 (configuration not stated)	-3	8%	10	/	3%	4%	?
O=c1[nH]n(-c2ccc(F)cc2)c2ncccc12	9	6%	-9	?	16%	0%	1%
Cc1cc(C(=O)COC(=O)CNC(=O)c2ccc(F)cc2)c(C)n1Cc1ccco1	106*	-8%	109*	162%[activator]	22%	5%	201%[activator]
CC(=O)N(c1ccc(N(C(C)=O)S(=O)(=O)c2ccccc2)cc1)S(=O)(=O)c1ccccc1	-5	5%	-13	19%	9%	1%	17%
CC1CCN(c2ccc(N3C(=O)C4CCCCC4C3=O)cc2[N+](=O)[O-])CC1 (configuration not stated)	-3	-8%	12	6%	11%	0%	35%[activator]
